# Bioassay records: PubChem, Broad Institute
# PAX8 inh HTS: inhibitors of PAX8-driven TPO luciferase reporter, primary screen, RMG-I cells, single concentration; SteadyGlo, 24 h; inhibition, % at 12.6 µM; hit rate 1.2% among 360,000; AID 652154, 2013;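 active = mean replicate inhibition at least 60% with every replicate also reaching 60%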;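 note: luciferase light reporting Pax8 driven TPO promoter activity; plate controls were median of neutral control wells for no effect and mitoxantrone controls for full effect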
# miR-122 sensor: miR-122 Renilla sensor signal increase in Huh7, primary screen, miR-122 inhibitor project, cell-based, single point, plate reader; activation (reporter increase), % at 12.5 µM; AID 602342, 2012; hit rate 0.3% among 340,000; Huh7 miR-122 Renilla luciferase sensor, 48 h; neutral wells = 0, positive control = 100;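 active = mean replicate activation score at least 90 and every replicate individually at or above 90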;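 note: higher luciferase means less miR-122 activity so hits act as miR-122 inhibitors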
# FN deposition inh: inhibitors of fibronectin matrix deposition, primary screen, AH1F cells, Alexa488-fibronectin fluorescence, plate reader; hit rate 0.086% among 350,000; inhibition, % at 12.6 µM; AH1F fibroblasts, overnight;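 active = mean inhibition across replicates of 30% or more, regardless of how many single replicates reach that level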;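 note: positive control wells lacked labelled fibronectin entirely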
#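 Material: AH1F fibroblast monolayer depositing Alexa488-labelled fibronectin into matrix / Amount: 10000 AH1F cells per well / Signal: fluorescence 485/525 nm / Medium: DMEM, 2% serum / Compound: single dose, pinned / Incubation: 1 h cell adhesion before compound, then overnight fibronectin incubation / Reagent: Alexa488-FN, 24 nM final / Read-out: inhibition of fibronectin deposition signal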
# EWS-Fli block: EWS/Fli-driven NR0B1 reporter inhibitors, primary screen, A673 cells, NR0B1 luciferase, luminescence, MLPCN library | viability-normalised | inhibition, % at 12.6 µM | hit rate 0.67% among 350,000 | AID 651661, 2012;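 active = mean inhibition of at least 50% after viability correction, with every replicate also passing that limit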;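 note: firefly luciferase signal divided by Alamar Blue viability fluorescence both relative to DMSO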
# CASP6 VEID inh: human caspase-6 inhibitors, primary screen, biochemical, VEID-R110 fluorescence, single point, set 2; purified caspase-6, Z-VEID-R110 cleavage fluorescence; hit rate 0.53% among 350,000; inhibition, % at 12.5 µM;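 active = mean inhibition across replicates at least about 35%, with every replicate also reaching that limit, limit read from the data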;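 note: 0% = median of neutral control wells and 100% = no fluorescence left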
# Target sequence (P55212 24-179 limits assumed): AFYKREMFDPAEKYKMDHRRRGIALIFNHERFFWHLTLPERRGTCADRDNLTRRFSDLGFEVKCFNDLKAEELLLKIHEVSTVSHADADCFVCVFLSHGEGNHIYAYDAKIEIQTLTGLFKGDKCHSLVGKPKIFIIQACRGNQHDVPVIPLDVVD
# Target sequence (P55212 194-293 limits assumed): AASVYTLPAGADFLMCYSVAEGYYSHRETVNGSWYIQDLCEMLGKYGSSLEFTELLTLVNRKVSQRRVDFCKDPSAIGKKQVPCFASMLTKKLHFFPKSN
# LGR2 antag: inhibitors of bursicon-induced LGR2 CRE-luciferase signal, primary screen, cell-based, HEK293, CRE-luciferase reporter, bursicon stimulation; hit rate 0.35% among 380,000; inhibition, % at 9.99 µM; bursicon-stimulated, 4 h; Drosophila bursicon receptor LGR2 (rickets);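 active = drop in luminescence signal, shown as inhibition above about 50% in the replicate tests, limit read from the data, passing the limit was not always enough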;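 note: agonist challenge used bursicon conditioned medium at about half maximal strength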
# PGC1a acetyl inh: inhibitors of PGC1a acetylation signal, primary screen, cell-based, U2OS, AlphaScreen, inhibitor mode; AlphaScreen anti-acetyl-lysine; with virally co-expressed GCN5 acetyltransferase; inhibition, % at 15.6 µM; hit rate 0.17% among 350,000; AID 651687, 2012;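 active = every replicate shows inhibition of at least 40%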;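 note: 0% = neutral control wells and 100% = positive control wells; some results beyond the cut were filed as inactive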
# Cneo AK release: Cryptococcus neoformans cell lysis inducers, primary screen, AK release luminescence, single concentration; AID 651654, 2012; C. neoformans lysis, adenylate kinase release luminescence, 4 h; normalised: neutral wells 0, clomiphene wells 100; lysis activity, % at 15 µM; hit rate 0.2% among 360,000;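 active = mean lysis activity across replicates of at least 80%, whatever share of replicates individually reach that level; inactive = mean lysis activity below 80%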
#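 read-out = cell lysis signal | test system = log-phase Cryptococcus neoformans yeast cells | input = cells at 5 × 10^6 per mL | medium = fresh YPD growth medium | signal = luminescent adenylate kinase detection reagent | timing = 4 h at 37 °C static, read 1 h later | dosing = single dose | controls = Clomiphene as positive lysis control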
# Active calls of the source: *; . = not tested or not shown; & = joins results of further samples; ! = not active in a repeat; [ ] = remark or other dose.
SMILES,PAX8 inh HTS,miR-122 sensor,FN deposition inh,EWS-Fli block,CASP6 VEID inh,LGR2 antag,PGC1a acetyl inh,Cneo AK release
CCOC(=O)C1CCN(C(=O)c2cc3cc4ccc(OC)cc4nc3o2)CC1,-50.2,6.4,0.0,23.8,1.8,-68.2,2.5,0.2
CC(C)(C)c1cc(S(=O)(=O)CCc2ccccn2)cc(C(C)(C)C)c1F,.,5.4,.,20.2,1.8,12.8,-17.6,1.1
CCOC(=O)N1CCN(C(=O)c2ccc3c(c2)N=C(CC)c2cc(C)ccc2S3)CC1,29.3,.,-7.1,.,0.8,31.4,-12.9,-3.1
Cc1cc(C(=O)Nc2nnc(C3CCCCC3)s2)no1,.,-3.7,.,.,.,-0.2,-14.1,3.5
C[C@H](NC(=O)C[C@H]1C[C@H]2c3cc(NC(=O)Nc4ccc(C(F)(F)F)cc4)ccc3O[C@H]2[C@@H](CO)O1)c1ccccc1,13.8,-5.1[16.7 µM],.,10.0,-1.2,20.5,6.5,13.4
CC(=O)c1ccc(-n2c(CCC(=O)O)ccc2-c2ccc(Cl)cc2)cc1,-5.5,2.5,4.6,11.0,6.8,-11.9,-0.5,-3.5
CCCCN1C(=O)C(=O)N(CC(=O)Nc2ccccc2C(=O)OCC)C1=O,18.9,6.0,-7.0,-2.9,5.3,12.3,5.5,-1.0
O=C(c1ccc(CS(=O)Cc2ccc(Cl)cc2)o1)N1CCN(c2ccccc2)CC1 (configuration not stated),14.3,-5.2,-9.6,8.0,4.0,-10.2,-12.3,-0.5
CC(NC(=O)C12CC3CC(CC(C3)C1)C2)C(=O)N/N=C/C1=C(N2CCOCC2)C(=C\c2cccc([N+](=O)[O-])c2)/CC1 (configuration not stated),12.5,.,-3.7,.,.,8.2,.,-0.5
CC(NCc1ccncc1)C12CC3CC(CC(C3)C1)C2 (configuration not stated),5.3,.,5.7,3.1,0.3,14.3,-2.4,.
C/C=C/c1ccc([C@H]2[C@@H](CO)N(C(C)=O)C23CN(S(C)(=O)=O)C3)cc1,-3.4,.,.,1.2,2.4,8.6,0.7,.
CN(C(=O)CN1C(=O)NC(c2ccccc2)(c2ccccc2)C1=O)C1CCS(=O)(=O)C1 (configuration not stated),-16.6,.,0.0,-2.1,0.2,3.0,.,2.1
COc1cccc(NC(=O)CSc2nc3ncc(Br)cc3[nH]2)c1,34.4,-4.5,-2.0,.,1.2,0.3,1.5,0.4
Cc1nnc(NC(=O)CS(=O)(=O)Cc2ccccc2)s1,3.9,3.6,-3.2,-1.8,8.4,15.5,0.7,1.4
CC1CCCCC1NC(=O)CN(C)S(=O)(=O)c1cccc2cccnc12 (configuration not stated),6.7,16.6,1.8,-1.0,-3.3,8.5,2.4,-1.2
O=C(NCc1cccnc1)c1c[nH]c2cc3c(cc2c1=O)OCCO3,.,-17.4,16.9,.,.,.,15.7,-8.5
CC=Cc1ccc2n(c1=O)C[C@H]1[C@H](CO)[C@@H](C(=O)N(C)C)[C@@H]2N1CC1CCCCC1 (mixture of isomers),.,-3.1[16.7 µM],.,12.7,2.2,5.8,.,-1.8
CC(C)(C)N1CC23CCC(C[C@@H]2C1=O)O3 (some centres not stated),-8.2,-1.5,5.1,-6.0,.,1.5,6.1,4.0
COc1ccc(S(=O)(=O)N(C)CC(=O)Nc2cccc(C(C)=O)c2)cc1Cl,.,-2.6,-1.6,.,.,0.3,-83.7,-0.5
O=C(Nc1ccc2oc(-c3ccccc3F)nc2c1)c1ccc([N+](=O)[O-])o1,-5.5,.,6.4,-34.0,6.5,-6.8,3.0,1.7

# Ordered by heavy-atom count (rising): some entries from above
SMILES,PAX8 inh HTS,miR-122 sensor,FN deposition inh,EWS-Fli block,CASP6 VEID inh,LGR2 antag,PGC1a acetyl inh,Cneo AK release
CC(C)(C)N1CC23CCC(C[C@@H]2C1=O)O3 (some centres not stated),-8.2,-1.5,5.1,-6.0,.,1.5,6.1,4.0
Cc1nnc(NC(=O)CS(=O)(=O)Cc2ccccc2)s1,3.9,3.6,-3.2,-1.8,8.4,15.5,0.7,1.4
O=C(Nc1ccc2oc(-c3ccccc3F)nc2c1)c1ccc([N+](=O)[O-])o1,-5.5,.,6.4,-34.0,6.5,-6.8,3.0,1.7

# Remaining list, next part.
SMILES,PAX8 inh HTS,miR-122 sensor,FN deposition inh,EWS-Fli block,CASP6 VEID inh,LGR2 antag,PGC1a acetyl inh,Cneo AK release
NC(=O)CSc1nc2c(sc(=S)n2-c2ccccc2)c(=O)[nH]1,-12.6,-7.3,-1.0,16.5,16.9,-1.2,4.6,0.4
COc1ccc(C(=O)CSc2nccn2C)cc1,-137.3,2.1,-8.3,-61.1,-1.7,3.9,-8.6,4.2
COCC(=O)N1C[C@@H](C)[C@@H](OC)CN(C)C(=O)c2cc(NC(=O)NC(C)C)ccc2OC[C@H]1C,1.0,-12.5[16.7 µM],-6.7,6.6,0.4,-2.0,25.3,73.5
O=S(=O)(NCCc1ccc(F)cc1)c1ccc(F)cc1Br,-28.3,80.6,1.4,-1.0,3.1,15.6,-9.1,11.1
COc1cc2c(cc1OC)CN(C1CCC(C(C)(C)C)CC1)CC2 (configuration not stated),-1.8,-5.1,1.0,4.1,-0.5,13.2,7.3,3.0
CCOC(=O)N1CCN(C(=O)CN2C(=O)CC(C)(C)S(=O)(=O)c3ccccc32)CC1,.,-1.7,.,.,.,6.0,11.4,0.3
COc1ccccc1S(=O)(=O)N[C@H]1C=C[C@@H](CC(=O)NCc2cc(F)cc(F)c2)O[C@H]1CO,0.4,8.1[16.7 µM],.,0.8,3.6,0.2,-12.3,11.5
CO[C@H]1CN(C)C(=O)c2ccc(NC(C)=O)cc2OC[C@H](C)N(C(=O)c2ccc(F)cc2)C[C@H]1C,2.3,-7.5[16.7 µM],-6.1,2.3,0.2,20.7,4.6,-0.9
CN(C)C(=O)c1cccc(-c2ccc([C@H]3[C@H]4CN(C(=O)C5CCCCC5)CC(=O)N4[C@H]3CO)cc2)c1,0.3,.,-7.5,-11.1,-0.8,-4.6,-8.5,.
Cc1nc2ccccc2nc1CN1CCN(Cc2ccc(F)c(F)c2)C(CCO)C1 (configuration not stated),19.0,-0.9,0.4,15.5,0.1,5.9,3.7,-1.5
Cc1ccsc1CNC1CCCCC1,-0.3,-5.8,0.1,10.0,3.2,7.9,4.3,2.8
O=C(N/N=C/c1ccc(Cl)cc1)c1nc2ccc([N+](=O)[O-])cc2c(=O)[nH]1,9.2,.,9.6,-10.4,2.0,17.2,.,.
C/C=C/c1cnc2c(c1)C(=O)N([C@@H](C)CO)C[C@@H](C)[C@H](CN(C)S(=O)(=O)c1ccccc1)O2,.,-4.5[16.7 µM],2.8,1.9,-0.7,9.9,2.2,-2.5
COC(=O)CSc1nnc(CNC(=O)c2cccs2)n1-c1cccc(C)c1,.,4.3,9.0,.,.,24.5,2.8,0.8
Cc1cccc(NS(=O)(=O)c2cccc(C(=O)NCCCN3CCOCC3)c2)c1,.,.,9.1,2.5,-135.9,-28.4,.,.
O=C(c1scc2c1CCCC2)N1CCCCC1,-115.5,-6.0,2.2,.,.,.,3.5,-0.4
CCCOc1c(Cl)cc(/C=N/O)cc1OCC,.,-1.2,.,.,.,4.1,8.1,-0.6
COCC(=O)N1CC(=O)N2[C@@H](CO)[C@@H](c3ccc(C#CC4CC4)cc3)[C@@H]2C1,-9.4,.,-0.2,1.1,0.7,-5.5,-3.5,.
CCOc1ccc(C(=O)N2CCN(CC(=O)N3CCCC3)CC2)cc1OCC,-16.5,-0.4,-12.2,-6.6,-2.1,9.0,-9.4,0.0
Cc1cc(NC(=O)NCC(F)(F)F)no1,-6.9,-14.0,6.5,-4.0,0.3,-0.8,-0.2,-3.0
CC1CCN(C(=O)c2ccc3c(c2)NC(=O)/C(=C/c2ccccc2)S3)CC1,9.9,12.3,6.7,6.7,-4.3,0.1,-7.3,-0.5
CC(=O)c1cccc(N(CC(=O)Nc2ccccc2F)S(C)(=O)=O)c1,-3.9,-1.9,0.0,32.8,-2.0,3.2,-4.5,-2.8
CCNC(=O)C1(C)CCCN(C(=O)c2cc(-c3ccccc3)cs2)C1 (configuration not stated),-18.3,2.5,-5.7,-20.3,-1.4,-2.2,-13.2,-1.1
CCCCN1CC(=O)N2[C@H](c3ccc(Cl)cc3)[C@@H]3C(=O)N(CC)C(=O)[C@@H]3[C@]2(Cc2ccccc2)C1=O,20.7,-6.1,0.5,3.5,1.3,-20.6,-0.5,-2.9
O=C(COC(=O)c1c(F)cccc1F)Nc1ccc(N2CCCCC2)cc1,-33.1,.,-6.6,-14.5,-6.1,4.5,.,-1.0
COCCCNC(=O)C1CCN(C(=O)c2cc3sccc3n2Cc2ccc(F)cc2)CC1,.,-3.8,3.0,.,.,.,-4.5,-1.8
CCNC(=O)C[C@H]1CC[C@@H]2[C@@H](COc3ccc(NC(=O)c4cccs4)cc3C(=O)N2C)O1,-5.0,2.8[16.7 µM],-30.7,-0.6,-3.4,-0.3,-8.9,-1.1
Cc1csc(SCC(=O)Nc2cc(S(=O)(=O)N3CCOCC3)ccc2N2CCOCC2)n1,13.8,-2.0,12.1,1.1,3.9,-5.3,2.5,5.8
CC(C)CC(=O)Nc1nnc(CSCc2ccc(F)cc2)s1,-2.2,.,-17.0,10.3,1.0,-4.2,2.0,4.5
Cc1ccc(S(=O)(=O)Nc2ccc3c(c2)C(=O)N([C@H](C)CO)C[C@H](C)[C@@H](CN(C)Cc2ccccc2)O3)cc1,5.7,17.3[16.7 µM],-1.8,8.9&-5.6,-0.9&1.0,4.3&-8.8,0.2&-12.3,100.2*!
COC(=O)[C@]12C[C@H](CC(=O)NCCc3ccccc3OC)C(=O)N(CCC3=CCCCC3)C1=C[C@H](C(C)(C)C)O[C@@H]2C,19.5,.,8.1,9.1,-2.8,7.2,.,.
Cc1onc(-c2ccccc2)c1-c1csc(N/N=C/c2ccccc2Cl)n1,9.3,.,8.6,14.8,0.6,.,8.9,.
Cc1cccc(NC(=O)Nc2ccc(S(N)(=O)=O)cc2)c1,-37.2,-4.7,0.7,4.1,0.9,-16.0,11.6,-2.4
CCNC(=O)C1CC(=O)N(c2ccc(Br)cc2)C1 (configuration not stated),.,-3.9,.,.,.,-11.1,3.0,1.0
CCCCNC(=O)C(=O)N/N=C/c1ccc(C(=O)OC)cc1,-9.8,.,4.6,3.9,2.7,3.9,-8.4,.
Cc1cc2ccccc2n1CCNC(=O)C(C)C,9.3,-7.3,5.4,2.1,1.7,12.9,-5.4,-0.4
O=C(NCc1ccccc1)C1=C[C@@H](c2ccc(Br)cc2)C[C@@H](OCc2ccc(CO)cc2)O1,0.0&32.3,3.2,-7.4,7.4&19.5,0.2&-1.0,2.0,2.9,-4.4&-3.0
Cc1ccc(C(C)C)c(OCCNC(=O)c2ccccc2O)c1,14.1,-0.3,4.6,-5.9,-0.9,37.3,0.8,0.6
O=C(CN1CCOCC1)N[C@@H]1CC[C@@H](CCNC(=O)C2CCCC2)O[C@H]1CO,-16.5,10.4[16.7 µM],-2.4,5.2,-0.5,11.1,3.0,2.2
COc1ccc(CCNC(=O)c2c(N)no[n+]2[O-])cc1OC,16.6,.,-2.7,-3.6,2.2,-18.9,-4.9,3.8
O=C(Nc1ccccn1)Nc1ccccc1Cl,-85.2,1.5,-4.2,-78.7,0.9,-33.4,3.4,0.2
